Compound activity (PubChem BioAssay)
GLP1R ag – qHTS of GLP-1 Receptor Agonists; Potency, µM (titrated, usually from 45.6 µM), for the others: at the top dose activation, usual class: activators; 0.007% of 380,000 active; Glucagon-like peptide 1 receptor (Homo sapiens), P43220; AID 624172, 2012; HEK293 GLP-1R CRE-luciferase, luminescence, 4-6 h; cells express a hypersensitive GLP-1R form; further: potency means the concentration at half of the fitted maximal effect; % of control where 0% means no effect
WRN helicase inh – qHTS for Inhibitors of WRN Helicase. Bifunctional 3'-5' exonuclease/ATP-dependent helicase WRN (Homo sapiens), Q14191. WRN helicase unwinding, fluorescent forked duplex, kinetic. Potency, µM (series often up to 114 µM), without a hit: at the highest dose activity change, negative = inhibition, actives largely listed as inhibitors. 0.46% of 360,000 active. AID 651768, 2012; further: potency means the concentration at half of the fitted maximal effect; on the % scale 0 is the no-effect control and ±100 the full control effect; nearly all actives have a fitted effect of over 55% in size
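Kinetic red-fluorescence monitoring (525/598 nm) tracks WRN helicase activity after 100 nM fluorophore-quencher forked duplex and 2 mM ATP are added to 20 nM enzyme pretreated 15 min at room temperature with compound.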
DRD3 agonist – qHTS of D3 Dopamine Receptor Agonist: qHTS; D(3) dopamine receptor (Homo sapiens), P35462; D3R DiscoveRx beta-arrestin cells, luminescence, 90 min; max activation, %; 0.58% of 410,000 active; in the data active means max activation above about 30%; further: 0% is about no effect; mostly tested at two doses, the higher about 12 µM
Target sequence (P35462 whole entry, looked up): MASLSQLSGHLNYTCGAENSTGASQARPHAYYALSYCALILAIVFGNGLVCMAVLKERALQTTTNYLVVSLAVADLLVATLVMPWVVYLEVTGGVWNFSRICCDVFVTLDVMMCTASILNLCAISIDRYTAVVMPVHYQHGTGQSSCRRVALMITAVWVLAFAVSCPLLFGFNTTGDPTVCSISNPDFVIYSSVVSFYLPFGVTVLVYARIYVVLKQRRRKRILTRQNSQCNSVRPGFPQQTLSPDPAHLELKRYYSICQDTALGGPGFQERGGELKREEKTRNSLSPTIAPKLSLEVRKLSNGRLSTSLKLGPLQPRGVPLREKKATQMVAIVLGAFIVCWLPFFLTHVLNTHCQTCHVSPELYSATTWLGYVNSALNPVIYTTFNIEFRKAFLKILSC
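Agonist mode: compounds and dopamine controls were applied to plated cells for 90 min at 37 degrees C after an overnight attachment at 1500 cells/well. Luminescent read-out followed 30 - 60 minutes at room temperature with DiscoveRx detection reagent.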
GLP-1R inv ag – qHTS of GLP-1 Receptor Inverse Agonists (Inhibition Mode); Glucagon-like peptide 1 receptor (Homo sapiens), P43220; HEK293 GLP-1R CRE-luciferase, luminescence, 24 h; GLP-1R form is constitutively active; Potency, µM (titrated, usually from 38.3 µM), for inactives: at the highest dose activity change, negative = inhibition, most hits filed as inhibitors; 1.6% of 410,000 active; AID 624417, 2012; further: potency means the concentration at half of the fitted maximal effect; on the % scale 0 is the no-effect control and ±100 the full control effect; nearly all actives have a fitted effect of over 55% in size
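Luminescence readout: a drop in cAMP-driven luciferase signal flags inverse agonism at a constitutively active GLP-1R stably expressed in HEK293. Compound exposure lasted 24 hr at 37 deg C, 5% CO2.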
PLK1 PBD inh – qHTS for Inhibitors of PLK1-PDB (polo-like kinase 1 - polo-box domain): Primary Screen. Serine/threonine-protein kinase PLK1 (Homo sapiens), P53350. Plk1 PBD binding of FITC phosphopeptide, fluorescence polarization. Potency, µM, for inactives: max response, negative = inhibition, usual class: inhibitors. 2.8% of 360,000 active; further: potency means the concentration at half of the fitted maximal effect; series mostly up to about 57 µM; on the % scale 0 is the no-effect control and ±100 the full control effect; nearly all actives have a fitted effect of over 65% in size
Target sequence (P53350 whole entry, looked up, the tested form may be a part): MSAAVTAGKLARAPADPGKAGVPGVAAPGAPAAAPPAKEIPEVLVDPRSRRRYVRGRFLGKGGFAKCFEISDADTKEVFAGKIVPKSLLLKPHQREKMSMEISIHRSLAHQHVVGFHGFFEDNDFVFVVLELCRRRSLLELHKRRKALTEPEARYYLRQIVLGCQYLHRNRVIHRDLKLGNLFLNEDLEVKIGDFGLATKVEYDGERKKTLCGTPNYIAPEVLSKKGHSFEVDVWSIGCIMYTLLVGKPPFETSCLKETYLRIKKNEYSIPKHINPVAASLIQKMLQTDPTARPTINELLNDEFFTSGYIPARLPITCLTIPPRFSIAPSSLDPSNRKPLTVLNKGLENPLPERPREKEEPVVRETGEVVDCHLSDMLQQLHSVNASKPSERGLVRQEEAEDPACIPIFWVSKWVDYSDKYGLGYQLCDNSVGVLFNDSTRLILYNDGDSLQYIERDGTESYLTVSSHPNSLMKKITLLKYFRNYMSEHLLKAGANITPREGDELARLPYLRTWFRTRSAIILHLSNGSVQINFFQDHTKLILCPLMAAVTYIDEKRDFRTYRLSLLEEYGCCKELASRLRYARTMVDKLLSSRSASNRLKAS
HEK293 tox – qHTS of GLP-1 Receptor Inverse Agonists: Cytotox Screen; HEK293 cAMP-luciferase reporter cells, luminescence, 24 h; Potency, µM (highest dose often 38.3 µM), for inactives: top-dose activity change, negative = inhibition, usual class: inhibitors; 0.13% of 410,000 active;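 further: loss of luciferase light is scored as toxicity; potency means the concentration at half of the fitted maximal effect; on the % scale 0 is the no-effect control and ±100 the full control effect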
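MLSMR compounds, 24 hr on cells at 37 deg C/5% CO2; luminescence after luciferase reagent (12 min RT). Inhibition counted as the undesired cytotoxic outcome.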
PI5P4Ka inh – qHTS for Inhibitors of phosphatidylinositol 5-phosphate 4-kinase (PI5P4K); Phosphatidylinositol 5-phosphate 4-kinase type-2 alpha (Homo sapiens), P48426; max response, %; PI5P4Kalpha enzyme, ADP-Glo luminescence, 60 min; stronger effect = lower value; 1.2% of 330,000 active; active means max response of -50% or lower; inconclusive means between -30% and -50%; inactive means -30% or higher; further: value at the top dose of about 77 µM; on the % scale 0 is the no-effect control and ±100 the full control effect
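PI5P4Kalpha ADP-Glo assay; 5 microM ATP final; 60 min RT reaction; HEPES pH 7.4/EGTA/CHAPS, 5% DMSO; controls lacking substrate or enzyme; luminescent end-point.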
IL-2 act – qHTS of IL-2 Activators | activation, % (series mostly up to about 46 µM) | 0.065% of 360,000 active | AID 652025, 2013 | IL-2 activation reporter assay, cell-based qHTS; stimulated with anti-CD3/CD4/CD28 beads; in transgenic mouse T cells; in the data active means activation above about 50%; inconclusive means mostly about 30% to 49%; further: 0% is about no effect
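Unstimulated transgenic mouse T cells preincubated 60 min with compound, then stimulated with anti-CD3/anti-CD4-coated beads plus anti-CD28 for 18 h at 37 degrees C. IL-2 response read as EGFP and DsRed fluorescence by plate cytometry.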
DRD3 antagonist – qHTS of D3 Dopamine Receptor Antagonist: qHTS | max response, negative = inhibition, % | D3R cells, DiscoveRx beta-arrestin luminescence, antagonist mode; stronger effect = lower value | 2.5% of 360,000 active | D(3) dopamine receptor (Homo sapiens), P35462; in the data active means max response below about -50%; inconclusive means no clear call, values can overlap the other calls; further: on the % scale 0 is the no-effect control and ±100 the full control effect; mostly tested at two doses, the higher about 12 µM
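Cells expressing the human receptor were seeded at 1500 cells/well, incubated overnight at 37 degrees C in 5% CO2, then exposed to library compounds with dopamine controls for 90 minutes at 37 degrees C before luminescent detection.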
An asterisk follows results filed as active; ? = inconclusive; . = no result given; & = joins results of further samples; [ ] = remark or other dose. Unless noted, the call rests on the fitted dose curve; in most records, active means well fitted curve in the direction sought with a large enough effect; inconclusive means small, poorly fitted or top-dose-only effect, or another doubt; inactive means no such curve, though single readings can be large; an effect the other way counts as inactive or inconclusive.

SMILES	GLP1R ag	WRN helicase inh	DRD3 agonist	GLP-1R inv ag	PLK1 PBD inh	HEK293 tox	PI5P4Ka inh	IL-2 act	DRD3 antagonist
O=C(O)c1ccccc1C(=O)Nc1ccc(-n2nccc2C(F)(F)F)cc1	-3%	-9%	6	61%[activator]	-4%	-4%	-3	1.9	8
O=C(/C=C/c1ccc(Cl)cc1Cl)N1CCN(c2ccccc2[N+](=O)[O-])CC1	12%	-1%	-14	14%	-4%	6%	-2	-6.4	-16
COc1ccc(CCNC(=O)c2ccc(CS(=O)(=O)c3ccc(C)cc3)o2)cc1OC	1%&2%	-16%	-8&3	3%&0%	-5%	-1%&1%	.	-1.2	23
COc1ccccc1NC(=O)Cn1cnc2c(oc3nc4c(cc32)CCCC4)c1=O	11%	7%	-1	2%	-18%	-4%	-5	1.1	-6
Cc1ccc(NC(=O)COC(=O)c2c[nH]c3ccccc23)cc1C	-1%	-2%	-5	?	-4%	-4%	7	-0.6	-4
CCOC(=O)[C@]12CCCC=C1N(Cc1ccccc1)C(=O)[C@H](CC(=O)NCC13CC4CC(CC(C4)C1)C3)C2	.	-3%	-18	?	-12%	0%	0	-0.9	-11
O=C(CN1CCN(Cc2ccccc2F)C1=O)NCc1cccnc1	-6%	-6%	-5	4%	-1%	9%	-3	0.4	-2
O=C(O)c1ccccc1Nc1ccc([N+](=O)[O-])cc1C(=O)O	0%	-7%	-19	1%	0%	?	?	-2.4	?
O=C(CN1CCCC1)Nc1ccc(-c2nc3cc(NC(=O)CN4CCCC4)ccc3o2)cc1	-12%	35%	6	11%	-1%	-33%	0	4.4	-18
CCCNC(=O)Cn1nc(-c2ccccc2OC)ccc1=O	-7%	10%	2	-5%	0%	-30%	-8	-1.3	?
CC1CCCN(C(=O)COC(=O)CNS(=O)(=O)c2ccc3ccccc3c2)C1 (centres undefined)	-2%	-4%	-11	18%	-5%	13%	-6	-3.1	?
CCC1CCCCN1CCCNC(=O)c1cc2c(=O)oc3ccc(C)cc3c2s1 (centres undefined)	1%	13%	-12	?	-5%	?	-2	-4.7	7
COc1ccccc1NC(=O)Nc1sccc1-c1nc2ccccc2s1	1%	-5%	-12	-9%	-13%	10%	-11	-0.9	-8
CC1CN(c2ncnc3c2oc2ccccc23)CC(C)O1 (centres undefined)	?	8%	1	72%[activator]	-1%	-2%	3	0.0	40
C/C(=N\N=C1\NC(=O)C(Cc2ccccc2)S1)c1ccccc1 (centres undefined)	0%	-2%	0	?	30µM*	-14%	1	-0.1	-10
CCCC(=O)Nc1sc(C)c(-c2ccc(OC)cc2)c1C#N	-5%	2%	-4	17%	-5%	9%	-5	-1.8	-9
CC(C)CCNC(=O)[C@H](CSCc1ccccc1)N1Cc2ccccc2C1=O	9%	-2%	1	?	-1%	-9%	-3	0.2	15
CCCCCCCNC(=O)c1ccc(N2CCC3(CC2)OCCO3)c([N+](=O)[O-])c1	2%	-11%	-1	?	-4%	-35%	18	0.4	-23
CCN(CC)S(=O)(=O)c1cccc(C(=O)N[C@H](C(=O)Nc2nc3ccc(F)cc3s2)C(C)C)c1	-4%	1%	-10	?	-6%	-24%	13	0.5	-13
COCCNC(=O)CSc1ccccc1C(=O)NC1CCCc2ccccc21 (centres undefined)	7%	9%	-4	-18%	-11%	?	-7	0.2	-8
COC(=O)[C@]1(C)N[C@H](CN(C)C(=O)COc2ccccc2)[C@@H]2C(=O)N(C)C(=O)[C@@H]21	-1%	6%	-4	22%	2%	2%	7	0.5	9
CCCCNC(=O)CN1C(=O)NC2(CCOc3ccccc32)C1=O (centres undefined)	0%	-18%	1	27%	-8%	5%	1	-2.0	16
Fc1ccc2[nH]c3c(Cl)ncnc3c2c1	0%	1%	1	12%	-3%	-10%	-3	-0.5	-11
COc1c(C)cc(C(O)c2ncc(-c3cccc4ccccc34)[nH]2)cc1C (centres undefined)	-3%	-5%	1	?	2%	-14%	2	-0.1	-6
CCn1cc(CCCC(=O)NCc2cccc(OC)c2)c2ccccc21	14%	-4%	0	10µM*	-2%	-2%	-8	-3.2	-3
SMILES	GLP1R ag	WRN helicase inh	DRD3 agonist	GLP-1R inv ag	PLK1 PBD inh	HEK293 tox	PI5P4Ka inh	IL-2 act	DRD3 antagonist
CCN(CCS(=O)(=O)c1ccc(Cl)cc1)C(=O)Nc1ccc(Cl)cc1	5%	-4%	1	?	-2%	-12%	2	3.4	-11
CC(=O)NNC(=S)NC(=O)c1cccc([N+](=O)[O-])c1	0%	12%	-7	19%	24µM*	12%	?	-0.1	-11
CCCCC1=CC2=CC(=O)C(C)(OC(=O)CC)C(=O)C2=CN1CCN1CCOCC1 (centres undefined)	7%	7%	-6	25%	-22%	9%	-2	-0.3	-26
CCCOc1ccc(NC(=O)CC2C(=O)N(c3ccc(OCC)cc3)C(=S)N2C2CC2)cc1 (centres undefined)	-2%	4%	1	-21%	-1%	1%	0	-5.3	-22
O=C(NCc1ccccc1Cl)c1ccc2nc([C@H]3C[C@H](O)[C@@H](CO)O3)[nH]c2c1	1%	6%	-1	31%[activator]	-15%	3%	-1	0.0	0
O=C(COc1ccc([N+](=O)[O-])cc1)NCc1ccncc1	4%	2%	0	-4%[7.66 µM]	-17%	-1%[7.66 µM]	-1	0.5	14
COc1ccc(CCNS(=O)(=O)c2ccc(-c3ccc(=O)[nH]n3)o2)cc1OC	1%	11%	3	18%	7%	-5%	-4	0.1	10
O=C(COC(=O)c1ccccc1O)NC(c1ccccc1)c1ccccc1	4%	0%	-3	1%	-2%	0%	1	0.3	12
O=C1c2ccccc2C(=O)N1Cc1cc(-c2ccccc2)no1	9%	-10%	-5	-12%	4%	-18%	.	-2.1	-6
O=C(Nc1cccc2ccccc12)OC1C=CS(=O)(=O)C1 (centres undefined)	-4%	-1%	2	10µM*	1%	-20%	5	-1.1	-4
CN(C)CCCNC(=O)c1ccc(-c2nc(-c3ccc(Cl)cc3)cs2)cc1	-5%	11%	-3	6.3µM*	4%	?	17	-0.7	-8
CC(C)N(Cc1cnn(C)c1)Cc1nc(Cc2ccccc2Cl)no1	17%	2%	0	?	5%	-15%	5	0.2	5
CC(=O)CSc1ccc(S(=O)(=O)N2CCN(C)CC2)cn1	3%	18%	-8	8%	1%	-5%	-1	-0.3	?
O=C1NC(=S)SC1=Cc1ccccc1Br	-1%	?	12	?	0%	?	-72*	0.3	11
COc1ncc(-c2ccc(N3C(c4ccsc4)=Cc4ccccc4C3CC(C)=O)cc2)cn1 (centres undefined)	11%	-2%	3	?	-12%	4%	1	2.2	6
Cc1ccc(CNC(=O)CSc2ncc(C(=O)Nc3ccccc3)c(=O)n2C)cc1	-7%	-22%	3	17%	-4%	14%	5	-0.3	31
CCOC(=O)N1CCN(C(=O)c2cc3sccc3n2C)CC1	-7%	-4%	9	3%	-4%	0%	.	-2.0	11
C[N+]1(CC(=O)OCCCc2ccccc2)CCCC1	12%	9%	-4	-7%	-21%	5%	-8	1.4	-20
COc1ccc(C(=O)NC2CCN(C(=S)NCc3ccco3)CC2)cc1	-1%	4%	-4	4%	-7%	-17%	.	-0.8	3
COc1ccc(CN2CCN(C(=O)C3CC(=O)N(C4CCCCCC4)C3)CC2)c(OC)c1OC (centres undefined)	-11%	-21%	7	5%	-3%	2%	10	-0.3	-23
O=C(Nc1ccc(Cl)cc1)C(c1ccccc1)N1CCOCC1 (centres undefined)	-1%	6%	-1	-22%	-3%	-18%	1	-0.8	8
Cc1ccc(C(=O)NCC(=O)NCc2ccccc2F)s1	9%	7%	-1	14%	-4%	24%	5	0.2	-9
Cc1cccc([C@H](NC(=O)OC(C)(C)C)C(=O)OC(C)(C)C)c1	6%	-16%	1	-20%	-6%	-2%	12	-2.2	-13
O=c1c2ccccc2nnn1CSc1nnc(-c2ccc3c(c2)OCO3)o1	-3%	-6%	11	12%	-5%	1%	-5	1.1	-12
N#Cc1cccc(NC(=O)c2cc(C3CCCCN3S(=O)(=O)c3ccccc3)on2)c1 (centres undefined)	-5%	5%[57.1 µM]	-14	?	0%	-6%	9	-0.7	?

Single records (already shown). Order of screens: GLP1R ag	WRN helicase inh	DRD3 agonist	GLP-1R inv ag	PLK1 PBD inh	HEK293 tox	PI5P4Ka inh	IL-2 act	DRD3 antagonist
`O=C(COc1ccc([N+](=O)[O-])cc1)NCc1ccncc1` as listed: 4%	2%	0	-4%[7.66 µM]	-17%	-1%[7.66 µM]	-1	0.5	14
`Cc1ccc(CNC(=O)CSc2ncc(C(=O)Nc3ccccc3)c(=O)n2C)cc1` as listed: -7%	-22%	3	17%	-4%	14%	5	-0.3	31
`COc1ccc(CCNS(=O)(=O)c2ccc(-c3ccc(=O)[nH]n3)o2)cc1OC` as listed: 1%	11%	3	18%	7%	-5%	-4	0.1	10

(cont.)
SMILES	GLP1R ag	WRN helicase inh	DRD3 agonist	GLP-1R inv ag	PLK1 PBD inh	HEK293 tox	PI5P4Ka inh	IL-2 act	DRD3 antagonist
CCOc1ccc(NC(=O)c2cccnc2C(=O)O)cc1	-8%	0%	-17	0%	-4%	-32%	.	-2.4	?
O=C(N/N=C/C=C/c1ccco1)c1ccncc1	0%	-2%[11.6 µM]	0	23%	-3%	6%	-28	4.9	-21
CN1CCC(NC(=O)c2cccc(Oc3ccccc3)c2)CC1	3%	2%	-6	?	0%	3%	0	0.9	5
COC(=O)C1=C(C)NC(=O)CC1c1cc(Br)ccc1F (centres undefined)	-2%	-10%	1	?	-2%	-17%	3	-0.6	26
Cc1ccc(S(=O)(=O)N/N=C/c2ccc(C(=O)O)cc2)cc1	-20%	7%	3	-6%	-1%	-12%	-9	0.0	36
COc1cc(C(=O)N/N=C/c2cn(Cc3cccc(F)c3)c3ccccc23)ccc1O	-1%	-12%	0	39%[activator]	-2%	-1%	-28	1.1	-25
